HCMV antiviral – inhibitors of human cytomegalovirus | HFF cells, HCMV-luciferase reporter, 72 h; stronger effect = lower value | activity change, negative = inhibition, % at 57.5 µM | 410,000 tested, 4.5% active | AID 1259415; in the data active = activity change below about -60%; inconclusive = no clear call, values can overlap the other calls; inactive = above about -39%; also: % is scaled to controls: 0 for no effect and ±100 for the full control effect
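Inhibition of viral replication was scored as loss of reporter luminescence in HFFs infected with HCMV-luciferase (MOI 1 PFU/cell) for 72 h; compounds tested at 2 doses, normalized to buffer and Salinomycin controls.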
Shiga toxin inh – Shiga toxin inhibition | inhibition, % at 38.7 µM | 290,000 tested, 9.2% active | Vero cells, Shiga toxin protein synthesis inhibition reporter; in the data active = inhibition mostly above about 28%, no sharp cut-off; inactive = mostly below about 43%; also: 0% is about no effect
AmpC detergent – blocks E. coli AmpC beta-lactamase in detergent assay | AmpC hydrolysis of nitrocefin, absorbance 480 nm, 0.01% Triton | Potency, µM (doses to about 114 µM), for inactives: at the top dose activity change, negative = inhibition, hits mostly inhibitors | 370,000 tested, 0.041% active;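 also: potency is read from the fitted curve at half-maximal effect; 0% = no-compound wells and -100% = no-enzyme wells; nearly all actives have a fitted effect of over 25% in size; some results filed as inactive show a strong effect at the top dose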
Target sequence (P00811 whole entry, looked up): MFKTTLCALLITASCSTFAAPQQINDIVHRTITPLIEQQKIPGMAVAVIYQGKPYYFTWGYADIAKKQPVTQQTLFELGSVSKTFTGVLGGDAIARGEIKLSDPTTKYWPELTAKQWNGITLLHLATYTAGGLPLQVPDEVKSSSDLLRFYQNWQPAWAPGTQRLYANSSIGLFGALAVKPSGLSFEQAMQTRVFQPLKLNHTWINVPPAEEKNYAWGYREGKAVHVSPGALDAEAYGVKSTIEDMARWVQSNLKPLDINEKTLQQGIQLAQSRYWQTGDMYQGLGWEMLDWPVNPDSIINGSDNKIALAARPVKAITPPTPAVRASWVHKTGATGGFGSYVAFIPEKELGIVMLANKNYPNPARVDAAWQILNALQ
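AmpC (5.3 nM in the dispensed reagent) in 20 mM phosphate pH 7.0 with 0.01% (detergent screen) or 0.0001% Triton X-100 was preincubated with compounds for 15 min at room temperature. Nitrocefin was then added from an 800 uM solution, and hydrolysis was followed at 480 nm.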
AMA1-RON2 inh – inhibitors of Plasmodium falciparum AMA1-RON2 interaction; 360,000 tested, 0.2% active; AlphaScreen AMA1-biotinylated RON2 peptide binding; Potency, µM (doses to about 58.2 µM), inactives show at the highest dose activity change, negative = inhibition, hits mostly inhibitors;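 also: potency is read from the fitted curve at half-maximal effect; 0% = vehicle wells and -100% = peptide control; nearly all actives have a fitted effect of over 45% in size; some results filed as inactive show a strong effect at the top dose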
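AMA1 (3D7) with his tag at 25 nM final met compounds first, then biotinylated RON2 peptide at 25 nM; detection used donor plus acceptor beads, 10 µg/mL apiece, read by AlphaScreen after 30 min at room temperature.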
AmpC inh no detg – inhibitors of E. coli AmpC beta-lactamase without detergent; AmpC nitrocefin hydrolysis, absorbance 480 nm, 0.0001% Triton; P00811; 330,000 tested, 0.52% active; Potency, µM (top dose mostly 57.1 µM), without a hit: at the highest dose activity change, negative = inhibition, actives largely listed as inhibitors;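 also: potency is read from the fitted curve at half-maximal effect; plate controls were no compound for no effect and no enzyme for full effect; nearly all actives have a fitted effect of over 20% in size; some results filed as inactive show a strong effect at the top dose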
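AmpC (5.3 nM in the dispensed reagent) in 20 mM phosphate pH 7.0 with 0.01% (detergent screen) or 0.0001% Triton X-100 was preincubated with compounds for 15 min at room temperature. Nitrocefin was then added from an 800 uM solution, and hydrolysis was followed at 480 nm.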
Giardia FBPA inh – Giardia lamblia aldolase inhibition; purified Giardia FBPA; Potency, µM (series often up to 59.6 µM), without a hit: at the top dose activity, negative = inhibition, usual class: inhibitors; 290,000 tested, 0.71% active; also: potency is read from the fitted curve at half-maximal effect; % is scaled to controls: 0 for no effect and ±100 for the full control effect; nearly all actives have a fitted effect of over 55% in size
Target sequence (A8B2U2 whole entry, looked up): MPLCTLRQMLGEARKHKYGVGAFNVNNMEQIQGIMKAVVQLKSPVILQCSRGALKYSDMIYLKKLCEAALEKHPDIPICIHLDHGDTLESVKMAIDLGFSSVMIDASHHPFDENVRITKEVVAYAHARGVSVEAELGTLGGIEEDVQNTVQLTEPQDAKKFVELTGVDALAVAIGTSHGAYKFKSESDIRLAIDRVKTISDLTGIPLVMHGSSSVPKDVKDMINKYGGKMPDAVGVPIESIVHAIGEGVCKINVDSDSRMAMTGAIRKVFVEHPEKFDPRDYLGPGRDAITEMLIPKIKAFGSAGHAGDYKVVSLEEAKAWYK
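40 nM FBPA preincubated 10 min at RT with compound (up to 57.5 uM final), then substrate plus GAPDH/TPI/NAD/arsenate coupling and diaphorase/resazurin added. Fluorescence read after 20 min at RT, 525/598 nm.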
Cycloheximide cs – counter-screen hit for Shiga toxin inhibitors, cycloheximide; cell reporter, cycloheximide protein synthesis inhibition counterscreen; max response, %; 300,000 tested, 12% active; in the data active = max response mostly above about 13%, no sharp cut-off; inactive = mostly below about 14%; also: read at 38.3 µM for the half of the compounds with a filed dose; 0% is about no effect
Active calls of the source: *; ? = inconclusive; · = not tested or not shown; [ ] = remark or other dose. Unless noted, calls follow the shape of the dose curve; as a rule, active = well fitted curve in the direction sought with a large enough effect; inconclusive = small, poorly fitted or top-dose-only effect, or another doubt; inactive = no such curve, though single readings can be large; an effect the other way counts as inactive or inconclusive.

SMILES	HCMV antiviral	Shiga toxin inh	AmpC detergent	AMA1-RON2 inh	AmpC inh no detg	Giardia FBPA inh	Cycloheximide cs
COc1ccc(CCNC(=O)c2cc([N+](=O)[O-])cc([N+](=O)[O-])c2)cc1OC	-1.2	46.6	-1.2%	-1.8%	-42.4%	10.9%	-0.9
CC(=O)N1CSCC1C(=O)O (stereo not given)	21.6	2.4	-4.3%	7.2%	-12.5%	-2.1%	-2.4
O=C(CNS(=O)(=O)c1ccc(F)c(Cl)c1)NCCc1ccccc1	-21.5	·	?	11.8%	-4.1%	4.8%	-1.3
CCCCCCCN=CC1=C(O)CC(c2ccccc2)CC1=O (stereo not given)	-28.9	-2.0	?	?	-8.1%	2.0%	-2.8
Cc1ccc2c(c1)NCC(C(=O)NC1CCCCC1)O2 (stereo not given)	-15.9	-10.5	-0.2%	6.5%	-4.5%	-1.9%	-2.8
CC(C)CC(=O)Nc1nnc(S(=O)(=O)N(C)Cc2ccco2)s1	·	-4.7	0.5%	-7.4%	-31.2%	·	8.2
CC(=O)c1c(Nc2ccccc2)sc(C(=O)c2ccccc2)c1C	-16.2	-8.1	-1.8%	-26.2%	-37.2%	13.4%	0.6
O=C(Cc1cccs1)N1CCN(C(=O)C2CCCO2)CC1 (stereo not given)	-18.0	3.9	-2.8%	-1.7%	-2.4%	-3.6%	-0.9
S=c1[nH]nc(CCc2ccccc2)n1-c1ccc(Cl)cc1	-9.0	-10.2	?	30.1%[activator]	-27.7%	7.0%	1.5
CCN(CC)S(=O)(=O)c1cccc(C(=O)N/N=C/c2ccccc2OCC(=O)O)c1	15.8	-12.8	-7.3%	48.8%[activator]	-28.4%	-16.1%	7.2
Cc1onc(-c2ccccc2)c1C(=O)Nc1nnc(C(C)C)s1	-0.2	-2.6	?	-13.4%	-16.8%	-20.8%	-1.3
CCn1cc(C(=O)N2CCCC2)c(=O)c2cc(S(=O)(=O)N3CC(C)CC(C)C3)ccc21 (stereo not given)	20.4	-6.8	-13.8%	1.2%	70.3%[activator]	-4.9%	-5.4
C=CCN1C(=O)C(=O)N(Cc2nc3ccccc3s2)C1=O	43.1	76.7*	-11.4%	-11.9%	-19.0%	0.3%	33.7*
CC#CCN1c2ccccc2[C@]23C[C@@H](C(=O)OC)N(C(=O)OCC)C2=NC(C(=O)OC)=C(C(=O)OC)[C@H]13	30.7	1.5	0.0%	15.5%	191.6%[activator]	3.8%[12.9 µM]	-1.7
CC1CN(C/C(=N\O)C23CC4CC(CC(C4)C2)C3)CC(C)O1 (stereo not given)	-21.2	2.6	-5.5%	2.9%	11.4%	5.1%	-1.3
O=C(CSc1ncccn1)Nc1ccccc1	41.6	17.3	?	-2.2%	-16.8%	3.7%	8.4
CC(C)(C)Nc1nc2ccc([N+](=O)[O-])cc2o1	-9.2	34.8	-2.1%	-5.5%	-29.1%	-2.3%	18.7*
CCS(=O)(=O)NCc1csc(-c2ccccc2)n1	130.3	9.9	-14.9%	-0.9%	-8.7%	2.2%	14.8*
COc1cccc(Cn2nnc(C(=O)NCc3ccccc3Cl)c2N)c1	-1.7	-10.5	-2.1%	14.6%	-35.4%	2.5%	-5.1
OC(COCC1CC=CCC1)Cn1cnc2ccccc21 (stereo not given)	-22.9	5.6	-6.5%	0.0%	12.4%	-7.1%	1.4
Cc1ccc(-n2nc3c(Cl)nnc(C)c3c2C)cc1	4.8	14.6	0.6%	7.2%	-21.9%	6.0%	-5.4
CC(=O)c1cccc(NC(=S)NCc2ccccc2)c1	-19.7	-1.8	-7.6%	-4.4%	-29.0%	1.5%	-1.3
COc1ccc(N2C(=O)c3ccc(C(=O)Nc4ccc(NC(C)=O)cc4)cc3C2=O)cc1	-7.6	-5.1	0.8%	3.6%	-8.8%	-7.5%	-3.4
Cc1nonc1OC(C)CNc1ccc([N+](=O)[O-])cc1 (stereo not given)	-10.6	-14.5	-5.6%	-7.3%	-0.2%	-9.0%	7.7
CCCc1cc2c(cc1NC(=O)c1ccc(Br)cc1)OCO2	-15.8	-2.9	?	2.9%	-19.2%	-0.2%	-1.4
CC(C)(CCl)C(=O)Nc1ccc(OC(F)(F)F)cc1	-19.1	21.4	8.2%	2.8%	-15.1%	-6.4%	8.4
CC(=O)c1cccc(S(=O)(=O)NCC(C)(C)N2CCOCC2)c1	11.9	-10.6	0.2%	0.0%	-9.5%	-24.2%	-3.8
COc1ccc(N2CCN(C(=O)c3ccc(Cl)c(S(=O)(=O)N4CCCC4)c3)CC2)cc1	-37.3	-6.0	-2.6%	-21.7%	95.7%[activator]	-2.6%	0.9
CCn1c(SCC(=O)NCC2CCCO2)nc2ccccc21 (stereo not given)	1.0	·	?	-2.7%	-4.4%	·	·
COc1ccc(Cl)cc1Nc1nc(-c2sc(NC(=O)CC(C)C)nc2C)cs1	-2.1	-12.1	0.1%	-4.7%	-25.9%	4.3%	-1.4

Shown as a markdown table: part of the list above.
| canonical_smiles | HCMV antiviral | Shiga toxin inh | AmpC detergent | AMA1-RON2 inh | AmpC inh no detg | Giardia FBPA inh | Cycloheximide cs |
| --- | --- | --- | --- | --- | --- | --- | --- |
| COc1ccc(N2CCN(C(=O)c3ccc(Cl)c(S(=O)(=O)N4CCCC4)c3)CC2)cc1 | -37.3 | -6.0 | -2.6% | -21.7% | 95.7%[activator] | -2.6% | 0.9 |
| CCn1c(SCC(=O)NCC2CCCO2)nc2ccccc21 (stereo not given) | 1.0 | · | ? | -2.7% | -4.4% | · | · |

Next section.
SMILES	HCMV antiviral	Shiga toxin inh	AmpC detergent	AMA1-RON2 inh	AmpC inh no detg	Giardia FBPA inh	Cycloheximide cs
O=C(O)CCS(=O)(=O)c1ccc(-c2ccccc2)cc1	?	-16.7	-8.7%	17.5%	-12.7%	12.3%	-1.3
CC(C)(C)c1ccc(C(=O)Nc2ccccc2Cl)cc1	-21.7	49.8*	?	23.6%	-39.3%	-10.1%	19.1
C/C(C=O)=C/c1ccccc1	34.2	·	-8.8%	0.0%	-7.3%	·	·
COC(=O)c1ccc(C)c(NC(=O)c2c(-c3ccccc3)noc2C)c1	-9.1	-30.4	0.0%	-3.5%	-28.8%	0.4%	1.5
c1coc(CNc2nc3sc4c(c3c3ncnn23)CCCC4)c1	53.8	4.8	?	-0.7%	74.8%[activator]	2.4%	1.5
COc1ccc(NC(=O)c2cc(C3CC3)on2)c(OC)c1	92.2	47.3*	-6.6%	6.3%	-4.9%	2.4%	32.9*
CCN(CC(=O)NCc1cccs1)C(=O)c1cccc(S(=O)(=O)Nc2ccccc2Cl)c1	-9.3	·	-13.6%	-16.8%	-11.7%	·	·
COc1cc2c(cc1NC(=O)COc1ccc3ccccc3c1)oc1ccccc12	-17.1	7.2	-1.3%	4.0%	3.7%	-3.4%	3.1
O=C(/C=C/c1ccc(F)cc1)NCCC1=CCCCC1	-23.2	117.4*	-14.3%	9.6%	86.7%[activator]	-0.8%	33.3*
COC(=O)C1=C[C@@H](C(=O)OC)[C@H]2C3=C(C(=O)[C@@]2(C)NC(=O)c2ccccc2)[C@H](C)C(C(=O)OC)=C(C(=O)OC)[C@@H]3C1	·	-10.2	·	·	·	4.2%	-4.4
CSCCC(NC(=O)c1ccc(Cl)cc1)C(=O)OCC(=O)NCc1ccco1 (stereo not given)	-17.1	·	-18.4%	2.7%	1.1%	·	·
C=CCn1c(SCC(=O)N(C)CC(=O)Nc2ccc(C)cc2)nnc1-c1ccncc1	-27.6	·	·	-2.5%	-2.9%	·	·
COc1ccc(N2CC(C(=O)Nc3cccnc3)CC2=O)cc1 (stereo not given)	8.4	-10.0	2.6%	-0.9%	-10.4%	-0.8%	-2.3
S=C(Nc1ccccc1)N1CCCCCC1	-20.3	-5.7	?	-16.5%	-2.8%	12.8%	9.9
CN(CCO)S(=O)(=O)c1ccc2c(c1)C(=NNC(N)=O)c1cc(S(=O)(=O)N(C)CCO)ccc1-2	-12.2	15.8	-5.2%	3.8%	1.1%	7.9%	9.3
O=C(Nc1ccccc1)C1CCCN(C(=O)c2ccc(Cl)cc2)C1 (stereo not given)	-64.6*	29.1	-3.8%	1.6%	0.9%	0.9%	2.3
Cc1c(C(=O)Nc2cccc([N+](=O)[O-])c2)cnn1-c1ccccc1	7.7	113.5*	-8.4%	4.4%	-30.1%	-20.7%	47.0*
CC1CCN(C(=O)Cn2c(=O)n(-c3ccc(F)cc3)c(=O)c3sccc32)CC1	-25.3	-2.2	-14.2%	-2.1%	-7.0%	-0.1%	-8.4
CCOC(=O)c1nn(-c2ccccc2)c(=O)c2c(N)scc12	3.7	9.1	?	-14.5%	-32.6%	?	-4.8
Cc1cc(C(F)F)n2nc(C(=O)Nc3ccc(S(=O)(=O)N4CCCC4)cc3)nc2n1	-27.8	-2.8	1.4%	12.5%	-26.1%	17.8%	-2.5
CCOCc1cc(CN2CCC(n3nccc3NC(=O)C3CC3)CC2)ccc1OC	14.1	-13.3	-4.4%	2.0%	-6.2%	-5.6%	-3.3
COc1ccc(C2C(C(=O)Nc3cccnc3)=C(C)Nc3nc(-c4cccs4)nn32)cc1OC (stereo not given)	-0.2	-9.5	?	-9.6%	39.8%	-11.6%	2.3
CCN(CC)C(=O)CSc1nc2c(sc(=S)n2-c2ccccc2)c(=O)[nH]1	49.5	81.4	3.1%	-3.4%	-26.8%	5.4%	-4.6
C/C(=N\NS(C)(=O)=O)c1ccccc1	12.9	-8.6	-4.0%	-1.6%	-10.5%	0.9%	-4.3
O=C1[C@@H]2Cc3ccccc3CN2C(=O)N1c1cccc(F)c1	3.2	15.0	0.4%	-4.9%	-29.5%	3.6%	12.9
O=C(NNC(=S)Nc1ccc(F)c(Cl)c1)c1ccccc1Br	23.6	42.7*	-0.1%	21.3%	-43.4%	14.3%	12.2
O=[N+]([O-])c1ccn(-c2nc(-c3ccccc3)cc(C(F)(F)F)n2)n1	-15.5	-12.2	?	-4.5%	-33.1%	-3.6%	-7.5
COc1ccc(OC)c(Nc2nc(NCCO)c3ccccc3n2)c1	28.9	7.9	-14.4%	-23.6%	-21.7%	?	-3.4
CN1C(=O)/C(=C/c2ccc3c(c2)OCO3)N=C1c1ccccc1	-100.8*	-8.4	-7.4%	20.1%	-27.2%	-3.3%	-5.4
CC(=O)c1ccc(NS(=O)(=O)c2ccc3c(c2)N(C(C)=O)CCO3)cc1	0.2	12.1	?	-3.6%	-12.8%	8.0%	-2.5
COc1ccc(CN(Cc2cc3cccc(C)c3n3nnnc23)C(=O)N2CCOCC2)cc1	20.6	-4.2	-3.9%	3.6%	-13.9%	-0.2%	-6.7
C=CCNC(=S)NNC(=O)c1ccc(Br)cc1	-34.4	-2.9	?	47.1%[activator][2.32 µM]	-19.6%	3.3%	6.7

Screening data deposited in PubChem by National Center for Advancing Translational Sciences (NCATS).
